Screening results (PubChem BioAssay)
RECQ1 inh: blocks DNA unwinding by human RECQ1; RECQ1 DNA unwinding, red fluorescence kinetic read; 240,000 tested, 0.54% active; AID 2549; P46063; Potency, µM (series often up to 57.3 µM), for inactives: at the top dose activity, negative = inhibition, hits mostly inhibitors;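 further: plate controls were vehicle for no effect and no enzyme for full effect; nearly all actives have a fitted effect of over 30% in size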
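50 nM RECQ1T1 preincubated 15 min with compound in Tris pH 8.0 buffer with MgCl2, DTT, Tween-20 and 2.5 ug/ml poly(dI-dC); started with 200 nM TAMRA/BHQ-2 forked duplex and 2 mM ATP. Unwinding read as fluorescence (525/598 nm), two reads 2 h apart.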
GoLoco inh red: blocks human Gai1 binding to RGS12 GoLoco peptide, red readout; P63096; Gai1:RGS12 GoLoco peptide FP, rhodamine, 10 min; Potency, µM (titrated, usually from 61.6 µM), without a hit: at the top dose activity, negative = inhibition, actives largely listed as inhibitors; 230,000 tested, 0.44% active; AID 880; active means well fitted inhibition curve with a large enough effect, not every such curve was filed as active; inactive means no such curve, though single readings can be large or run the other way; further: on the % scale 0 is the no-effect control and ±100 the full control effect; nearly all actives have a fitted effect of over 30% in size; many of its hits are not listed in these tables
Target sequence (P63096 whole entry, looked up): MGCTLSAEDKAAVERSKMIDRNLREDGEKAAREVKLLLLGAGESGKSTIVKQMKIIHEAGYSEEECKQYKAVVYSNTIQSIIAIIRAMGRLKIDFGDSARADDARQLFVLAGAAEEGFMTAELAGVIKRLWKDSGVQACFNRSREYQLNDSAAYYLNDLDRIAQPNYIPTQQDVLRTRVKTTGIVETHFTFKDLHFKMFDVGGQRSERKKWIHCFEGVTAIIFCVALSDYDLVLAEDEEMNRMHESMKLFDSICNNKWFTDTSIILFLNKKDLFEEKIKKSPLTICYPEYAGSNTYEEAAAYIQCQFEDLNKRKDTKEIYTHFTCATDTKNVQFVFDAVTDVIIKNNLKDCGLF
TRb-SRC2 inh: inhibitors of human thyroid hormone receptor beta-SRC2 interaction. P10828. TRbeta-SRC2 peptide binding, fluorescence polarization; receptor liganded with 1 µM T3. Potency, µM (titrated, usually from 106 µM), without a hit: top-dose activity change, negative = inhibition, hits mostly inhibitors. 280,000 tested, 0.065% active. AID 1469;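 further: plate controls were bound peptide for no effect and peptide without receptor for full effect; nearly all actives have a fitted effect of over 50% in size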
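Compounds were added to 0.6 uM TRb ligand-binding domain and 20 nM Texas Red-labeled SRC2 peptide in Tris buffer containing 1 uM T3, incubated 5 hr at ambient temperature, then read by fluorescence polarization.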
SMN2 splice up: enhancers of SMN2 splice variant expression | HEK293 SMN2-luciferase splicing reporter, luminescence, 30-36 h | Potency, µM (highest dose often 46.1 µM), for the others: top-dose activity change, positive = activation, most hits filed as activators | 210,000 tested, 2.8% active; further: % of control where 0% means no effect; nearly all actives have a fitted effect of over 55% in size
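HEK293 cells carry an SMN2 […]–luciferase reporter in which exon 7 inclusion puts luciferase in frame. Cells were plated 10-12 h before compound addition, then incubated 30-36 h at 37C. ONE-Glo luminescence was read; sodium butyrate at 4.5 mM final served as control.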
Lamin A splicing: LMNA splicing modulation | 200,000 tested, 0.01% active | HeLa LMNA splicing GFP/RFP minigene ratio, 48 h | Potency, µM (highest dose often 46.1 µM), inactives show at the highest dose ratio change, negative = inhibition, most hits filed as inhibitors; active means well fitted inhibition curve with a large enough effect in the signal ratio, with a control signal flat, not every such curve was filed as active; inconclusive means small, poorly fitted or top-dose-only effect, or effect the other way, or a change in a side signal; the % refers to the signal ratio; further: on the % scale 0 is the no-effect control and ±100 the full control effect
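Read-out is the ratio of GFP to DsRed2 object intensity, acquired by 488 nm laser-scanning cytometry on HeLa lamin A-EGFP minigene reporter cells. Compound incubation 48 hrs at 37 °C in Opti-MEM with 2% FBS; DMSO 0.5% final.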
TexasRed fluor: Texas Red fluorescence interference in TRb-SRC2 counter-screen. TRb/SRC2 Texas Red total fluorescence interference. Potency, µM (highest dose often 106 µM), for the others: at the highest dose fluorescence change, negative = quenching. 280,000 tested, 0.29% active. AID 1479; active means well fitted curve in either direction with a large enough effect; inconclusive means small, poorly fitted or top-dose-only effect; further: on the % scale 0 is the no-effect control and ±100 the full control effect
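Human TRβ ligand-binding domain (0.6 uM) and Texas Red SRC2 peptide (20 nM) in Tris buffer with 1 uM T3 and 5% DMSO were incubated with pinned compound for 5 hr at ambient temperature. Total fluorescence was computed as S + 2P (555/632 nm).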
JMJD2E inh: JMJD2E (human) inhibition | JMJD2E catalytic domain, FDH-coupled NADH fluorescence (FDH is formaldehyde dehydrogenase) | Potency, µM (highest dose often 57.1 µM), for the others: top-dose activity change, negative = inhibition, actives largely listed as inhibitors | AID 2147 | 230,000 tested, 1.6% active; active means well fitted inhibition curve with a large enough effect, not every such curve was filed as active; inconclusive means small, poorly fitted or top-dose-only effect, or another doubt; inactive means no such curve, though single readings can be large or run the other way;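 further: 0% = wells with enzyme and -100% = buffer wells without enzyme; nearly all actives have a fitted effect of over 50% in size; many of its hits are not listed in these tables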
ALDH1A1 block: inhibitors of human aldehyde dehydrogenase 1A1 | P00352 | Purified ALDH1A1, NADH fluorescence, propionaldehyde substrate | Potency, µM (highest dose often 75.3 µM), inactives show at the top dose activity, negative = inhibition, most hits filed as inhibitors | 220,000 tested, 7.3% active; active means well fitted inhibition curve with a large enough effect, not every such curve was filed as active; inconclusive means small, poorly fitted or top-dose-only effect, or another doubt; inactive means no such curve, though single readings can be large or run the other way;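 further: plate controls were no enzyme wells and a reference inhibitor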
Target sequence (P00352 whole entry, looked up): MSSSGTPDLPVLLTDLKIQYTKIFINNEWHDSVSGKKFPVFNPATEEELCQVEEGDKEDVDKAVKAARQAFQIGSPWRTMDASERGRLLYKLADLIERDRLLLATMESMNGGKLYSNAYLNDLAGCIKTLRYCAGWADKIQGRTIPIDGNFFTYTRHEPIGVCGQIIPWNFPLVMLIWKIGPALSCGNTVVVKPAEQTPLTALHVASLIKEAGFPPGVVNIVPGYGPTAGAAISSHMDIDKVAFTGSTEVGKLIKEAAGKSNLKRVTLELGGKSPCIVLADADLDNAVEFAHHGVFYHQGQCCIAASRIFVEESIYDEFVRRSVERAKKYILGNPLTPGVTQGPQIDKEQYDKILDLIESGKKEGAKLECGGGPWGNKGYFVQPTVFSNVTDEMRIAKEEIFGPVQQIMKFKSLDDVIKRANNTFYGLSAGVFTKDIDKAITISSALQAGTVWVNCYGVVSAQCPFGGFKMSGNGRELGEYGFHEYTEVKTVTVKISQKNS
An asterisk follows results filed as active; i = inactive; u = inconclusive; x = not tested or not shown; [ ] = dose if it differs, or a comment. Unless noted, the call rests on the fitted dose curve; in most records, active means well fitted curve in the direction sought with a large enough effect; inconclusive means small, poorly fitted or top-dose-only effect, or another doubt; inactive means no such curve, though single readings can be large; an effect the other way counts as inactive or inconclusive. Potency means the concentration at half of the fitted maximal effect.

Each structure is followed by: TexasRed fluor | ALDH1A1 block | JMJD2E inh | TRb-SRC2 inh | SMN2 splice up | Lamin A splicing | RECQ1 inh | GoLoco inh red
COc1cc(OC)c(C(=O)Nc2ccccc2-c2ccccc2)cc1OC
  -1% | u | u | -2% | x | u | -5% | x
Cc1noc(C)c1COc1cccc(C(=O)OCC(=O)NC(=O)c2ccc(OC(F)F)cc2)c1
  -1% | 11% | 237% | -4% | 4% | -1% | i | 11%
CCCCOc1ccc(C(=O)NNC(=S)NC(=O)CC)cc1
  1% | -2% | -4% | 6% | -6%[1.84 µM] | u | -1% | 1%
CCOC(=O)Cn1nnnc1CN(Cc1ccc(OC)cc1)Cc1cc2cc(CC)ccc2[nH]c1=O
  -4% | u | u | -4% | -5% | 0% | -6% | -4%
CC(=O)Oc1c(C(=O)c2nnc(C)o2)c(=O)n(C)c2ccccc12
  -1% | u | u | -1% | -5% | u | -4% | -10%
Cc1ccc(N/C(N)=N/c2nc(CSc3nnc(C)s3)cc(=O)[nH]2)c(C)c1
  -4% | -11% | -3% | -4% | x | x | -6% | 4%
NS(=O)(=O)c1ccc(NC(=O)CSC2=NC(=O)C(c3ccccc3)C(=O)N2)cc1 (stereo not drawn)
  0% | u | -5% | 4% | x | 8% | i | x
CC1Cc2nc(SCC(=O)N3CCOCC3)n(-c3ccccc3)c(=O)c2S1 (stereo not drawn)
  -1% | 5% | -1% | -6% | -3% | -1% | -3% | -4%
CCCOC(=O)CC1C(=O)NCCN1C(=O)OC(C)(C)C (stereo not drawn)
  -1% | -1% | 1% | -1% | x | 18%[46 µM] | -8% | 4%
CC(C)N(C(=O)C[n+]1ccc(/C=N/O)cc1)C(C)C
  1% | 16% | 4% | 2% | -5% | -12% | -8% | 8%
CN(CC(=O)Nc1ccccc1C(F)(F)F)C(=O)COc1ncnc2sccc12
  -1% | 3% | -4% | 4% | x | -10% | -6% | x
CC(Sc1ccccn1)C(=O)Nc1ccc(S(N)(=O)=O)cc1 (stereo not drawn)
  -4% | -1% | -5% | -8% | -5% | 0% | -11% | 1%
O=C1C(=O)N(CCN2CCOCC2)C(c2ccccn2)/C1=C(/O)c1ccccc1 (stereo not drawn)
  0% | 3.5µM* | u | 6% | 7% | 1% | 5% | 15%
CCn1c(=O)c(C(=O)NNS(=O)(=O)c2ccc(Br)cc2)c(O)c2ccccc21
  0% | -1% | u | -2% | 1% | -6%[46 µM] | u | 0%
CCCCCOC(=O)Cn1c(=O)oc2ccccc21
  -2% | 8% | -5% | -8% | 2% | -10% | i | 0%
CC(C)(C)C(=O)NNC(=O)COc1ccc2ccccc2c1Br
  -3% | -9% | -2% | -4% | 13% | u | -4% | 1%
CCC(C)(C)n1c(=O)[nH]c2c(c1=O)CCC2
  -2% | 3% | -3% | 2% | x | 5% | -5% | x
O=C1CNC(=O)N1CC(O)Cn1c2ccccc2c2ccccc21 (stereo not drawn)
  0% | 2% | -12% | -11% | -5% | u | 1% | 0%
CN(C)S(=O)(=O)N1CCCC(C(=O)c2ccc(C(F)(F)F)cc2)C1 (stereo not drawn)
  -2% | 1% | -4% | 2% | x | u | -12% | 1%
O=C(CC1(O)C(=O)Nc2ccc(Br)cc21)c1ccc2c(c1)OCO2 (stereo not drawn)
  -1% | 6% | -3% | -3% | -1% | 6% | -9% | 1%

Whole records, quoted from the list. Values in the order: TexasRed fluor, ALDH1A1 block, JMJD2E inh, TRb-SRC2 inh, SMN2 splice up, Lamin A splicing, RECQ1 inh, GoLoco inh red
CCC(C)(C)n1c(=O)[nH]c2c(c1=O)CCC2 is listed as -2%, 3%, -3%, 2%, x, 5%, -5%, x
O=C(CC1(O)C(=O)Nc2ccc(Br)cc21)c1ccc2c(c1)OCO2 (stereo not drawn) is listed as -1%, 6%, -3%, -3%, -1%, 6%, -9%, 1%

Later entries.
Each structure is followed by: TexasRed fluor | ALDH1A1 block | JMJD2E inh | TRb-SRC2 inh | SMN2 splice up | Lamin A splicing | RECQ1 inh | GoLoco inh red
Cc1cccc(/C=N\Nc2cn[nH]c(=O)c2Cl)c1
  -6% | 9% | 1% | 1% | 27% | u | -4% | 4%
O=C(NC1CCS(=O)(=O)C1)C12CC3CC(CC(C3)C1)C2 (stereo not drawn)
  -1% | 5% | -3% | -6% | 26% | -13% | -2% | 8%
O=C(CSc1nc(-c2ccc(F)cc2)cs1)Nc1ccccn1
  0% | 5% | 0% | -5% | -13% | u | -4% | 4%
Cc1ccc2c(c1)N(CCC(=O)NCc1cccnc1)C(=O)CO2
  -1% | 23% | 0% | -3% | -8% | 9% | -18% | 4%
O=C1C=C(N2CCOCC2)C2(CCCCC2)O1
  -12% | u | u | 0% | x | u | -9% | 9%
COc1ccc(-c2csc3nc(-c4ccccc4F)oc(=O)c23)cc1
  -1% | 2% | u | 4% | x | x | -11% | 2%
Cc1cccc(NC(=O)N2CCN(Cc3ccccc3)CC2)c1
  0% | -7% | -3% | -14% | 18% | -15% | i | 7%
Cc1cc(C)nc(NS(=O)(=O)c2ccc(NC(=O)C3COc4ccccc4O3)cc2)n1 (stereo not drawn)
  -1%[53 µM] | u | 3% | -6%[53 µM] | x | x | i | 19%
O=CN1CCN(C(=O)c2ccc(-c3nc4ccccc4s3)s2)CC1
  2% | u | u | 2% | x | 13%[46 µM] | -4% | -6%
C=CCC1Cc2c(cccc2[N+](=O)[O-])C(CC=C)N1 (stereo not drawn)
  -1%[53 µM] | 16µM* | -2% | 11%[53 µM] | x | x | i | 38%[activator]
COC(C(=O)N/N=C(\C)CC(=O)Nc1ccc(N(C)C)cc1)c1ccccc1 (stereo not drawn)
  -1% | u | 26% | -3% | x | -6%[46 µM] | -4% | 1%
Cc1ccc(C(=O)N2CC(C)OC(C)C2)cc1[N+](=O)[O-] (stereo not drawn)
  -1% | 9% | 1% | 2% | x | 10%[46 µM] | 13% | -13%
Cc1ccc(C(=O)Nc2ccc(C(=O)O)cc2)cc1S(=O)(=O)Nc1cccc([N+](=O)[O-])c1
  -3% | 7% | -7% | 1% | 3% | x | 21% | -6%
CCOCCn1c(SCCc2ccccc2)nc2c1c(=O)[nH]c(=O)n2C
  -2% | u | -2% | -17% | 6% | -9% | -1% | -7%
CCC(C)N=C1SCC(C)(/C=N/O)S1 (stereo not drawn)
  0% | u | -3% | -3% | 16% | 19% | -16% | -5%
Cc1cccc(SCc2noc(C(=O)NCC3CCCO3)c2C(=O)O)c1 (stereo not drawn)
  0% | 4% | -6% | 2% | -10% | -2%[0.0737 µM] | -10% | 9%
c1cncc(-c2nn3cnnc3s2)c1
  3% | 11% | -1% | -4% | 8% | 4% | 6% | -8%
Cc1ccc(-n2nnnc2SCC(=O)Nc2ccccc2N2CCCCC2)cc1C
  -6% | -5% | -4% | -1% | -36%[inhibitor] | u | -3% | 9%
CC1=CC2=NC(=O)CC(C)(C(=O)N(CC(=O)NC(C)(C)C)Cc3ccccc3)N2C=C1 (stereo not drawn)
  -2% | u | u | 3% | x | 9%[46 µM] | -5% | -1%
Cc1c(C(=O)NN)[nH]c2ccc([N+](=O)[O-])cc12
  -4% | 7.9µM* | 44%[activator] | -4% | x | -13%[46 µM] | i | 6%
CCC(=O)N1CCN=C1SCc1ccc(Cl)cc1
  -3% | 7% | 10% | -1% | -1% | -2% | -14% | -2%
CC(NC(=O)c1cc(-c2ccc3c(c2)OCO3)nc2ccccc12)C(C)(C)C (stereo not drawn)
  2% | u | u | 4% | 6% | 17% | i | -8%
CN(C(=O)c1cc2c(s1)-c1ccccc1S(=O)(=O)C2)c1ccccc1F
  -1% | x | -1% | -9% | x | x | -1% | 3%
O=C(N/N=C/C1CC=CCC1)c1cc(Br)ccc1O (stereo not drawn)
  -6% | u | u | -5% | 6% | -12% | -8% | -4%
O=C(CSc1nc2ccc([N+](=O)[O-])cc2[nH]1)NC1CCCC1
  11% | u | 4% | 4% | -14% | -20% | -4% | 6%
CCc1ccccc1NC(=S)N=Nc1c(O)n(C)c2ccc(S(=O)(=O)N3CCOCC3)cc12
  -5% | u | 2% | -5% | -59%[inhibitor] | u | -1% | 17%
O=C1OC(c2ccccc2)/C(=C(/O)c2ccccc2)C1=O (stereo not drawn)
  -1% | 0.79µM* | -13% | -3% | -50%[inhibitor] | 8% | -8% | -8%
CC(=NCCCn1ccnc1)C1=C(O)c2ccccc2C1=O
  0% | 0% | 7% | -25% | -2% | -6% | -3% | 19%
O=C(NNc1nc(-c2ccc(F)cc2)cs1)c1ccccc1
  -1% | u | u | -1% | -97%[inhibitor] | x | -1% | 4%
S=c1[nH]c2cc3c(cc2[nH]1)OCCO3
  -5% | x | -1% | 2% | x | x | 0% | 1%
Cc1ccccc1-c1noc(-c2ccccc2C(=O)O)n1
  0% | x | 11% | 8% | x | x | i | 3%
CC1(C)C(=O)OC(c2cc(Br)ccc2O)C(C)(C)C1=O (stereo not drawn)
  -7% | -5% | 5% | 11% | -24% | u | -12% | 4%
O=C(Nc1ccc(/C=C/c2nc3ccccc3o2)cc1)c1c(F)cccc1F
  -4% | u | u | 2% | 8.9µM* | -10% | -19% | 7%
O=C(Nc1ccc(O)c2c(=O)cc(-c3cccc(Cl)c3)oc12)c1ccc(F)cc1
  -3% | x | 0% | 2% | x | x | i | 1%
COc1ccc(C(=O)NCC2(c3ccccc3)CCOCC2)cc1[N+](=O)[O-]
  -1% | -10% | 16% | 4% | -2% | -10% | 3% | 4%
O=C(NC(=S)NCCC1=CCCCC1)c1cncc(Br)c1
  1% | u | -4% | 4% | 18% | u | -4% | 14%
CC(C)(C)NC(=O)NC(=O)CN1CCCc2ccccc21
  -4% | 5% | 6% | -2% | x | x | -2% | 4%
Cc1cc(C(=O)NN=C(Cc2ccccc2)Cc2ccccc2)c(C)o1
  0% | -12% | 9% | 0% | -5% | -3% | -1% | 8%
Cc1cc(-c2ccc3ccccc3c2)n2ncnc2n1
  2% | u | u | 1% | -2% | u | -2% | 3%
CCn1c(=O)c2cc(C(=O)N3CCOCC3)sc2c2ccccc21
  1% | u | u | -5% | -21% | -3% | -6% | 12%

An excerpt, so the mix of outcomes need not match the whole.
